FLuc modulator = qHTS profiling assay for firefly luciferase inhibitor/activator using purifed enzyme and Km concentrations of substrates (counterscreen for miR-21 project). 6.9% of 360,000 active. Potency, µM (titrated, usually from 57.5 µM), for inactives: top-dose activity change, negative = inhibition, actives largely listed as inhibitors. purified FLuc, Km substrates, luminescence inhibition; active = well fitted inhibition curve with a large enough effect; inconclusive = small, poorly fitted or top-dose-only effect;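 also: plate controls were vehicle for no effect and reference inhibitor for full effect; nearly all actives have a fitted effect of over 55% in size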
Target sequence (P08659 whole entry, looked up): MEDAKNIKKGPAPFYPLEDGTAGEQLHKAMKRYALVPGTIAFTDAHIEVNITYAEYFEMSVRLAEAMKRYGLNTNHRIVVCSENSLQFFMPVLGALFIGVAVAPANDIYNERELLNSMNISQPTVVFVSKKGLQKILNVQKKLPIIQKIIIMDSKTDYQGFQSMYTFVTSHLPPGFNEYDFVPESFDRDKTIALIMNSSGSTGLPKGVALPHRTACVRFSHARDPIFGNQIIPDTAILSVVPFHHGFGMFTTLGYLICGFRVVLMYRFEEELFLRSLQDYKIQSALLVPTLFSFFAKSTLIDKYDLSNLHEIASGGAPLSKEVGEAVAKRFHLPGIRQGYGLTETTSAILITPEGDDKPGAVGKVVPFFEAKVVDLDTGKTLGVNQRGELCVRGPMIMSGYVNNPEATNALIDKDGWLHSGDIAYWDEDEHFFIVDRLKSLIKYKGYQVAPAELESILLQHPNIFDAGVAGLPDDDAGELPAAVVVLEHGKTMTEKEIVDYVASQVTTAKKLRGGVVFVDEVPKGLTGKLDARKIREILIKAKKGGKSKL
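Purified P. pyralis luciferase, 10 nM final, with Km-level 10 uM D-luciferin and 10 uM ATP in 50 mM Tris acetate pH 7.5, 10 mM Mg acetate, 0.01% Tween-20, 0.05% BSA; 6-point qHTS titration about 60 µM downward; luminescence read.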
Starred values were filed as active, the others as inactive; ? = inconclusive. Potency is read from the fitted curve at half-maximal effect. Not all compounds are listed; rates above refer to the full screens.

SMILES | FLuc modulator
CCOC(=O)c1cc(-c2ccccc2)n(-c2cccc(C(=O)Nc3ccc(F)c(F)c3)c2)c1C | 1%
CCCCn1cc(S(=O)(=O)c2cccc(C)c2)c(=O)c2cc(F)c(N3CCOCC3)cc21 | -2%
COc1cc(Cl)c(C)cc1NC(=O)c1sc2nc3n(c(=O)c2c1C)CCCCC3 | -1%
O=S(=O)(c1ccc(Cl)cc1)c1nc(-c2cccs2)oc1N1CCCCC1 | -9%
CN(c1ccc(F)cc1)S(=O)(=O)N1CCCC(C(=O)NCc2cccc(Br)c2)C1 (stereo unspecified) | 1%
CCc1ccc(S(=O)(=O)c2nnn3c2nc(NC2CCCC2)c2sccc23)cc1 | 2%
CC(C)c1ccc(NC(=O)C2CCCN(S(=O)(=O)c3ccc4[nH]c(=O)oc4c3)C2)cc1 (stereo unspecified) | -2%
Cc1ccccc1C(=O)N1CCN(CCc2ccccn2)CC1 | 1%
CCOc1cccc(CC(=O)N2CCc3c([nH]c4ccccc34)C2c2ccc(Cl)cc2)c1OCC (stereo unspecified) | 3%
C#CCSc1nc(-c2ccccc2)cc(-c2ccccc2)c1C#N | -12%
CCc1ccc(C2=CC(c3c(F)cccc3Cl)n3c(nc4ccccc43)N2)cc1 (stereo unspecified) | 19µM*
CCc1ccc(NC(=O)C2CCCN2S(=O)(=O)c2ccc3nc(-c4ccccc4)[nH]c3c2)cc1 (stereo unspecified) | -19%
CCc1ccc(OCC(=O)NCc2nc(-c3cccc(C)c3)no2)c(Br)c1 | -11%
COc1ccccc1Cn1ccn(Cc2ccc(C)cc2)c(=O)c1=O | -7%
CCN(CC)C(=O)c1sc2c(c1C)c(=O)n(-c1ccc(Cl)c(Cl)c1)c(=O)n2Cc1cc(=O)n2ccccc2n1 | 3%
Cc1cccc(NC(=O)CN2c3ccccc3S(=O)(=O)c3ccccc32)c1C | -9%
Cc1ccc(-c2cc(C(F)(F)F)n3nc(-c4ccc(Cl)cc4)cc3n2)cc1 | 2%
COc1cccc(N2CCN(c3ncnc4c3c(-c3ccccc3)cn4-c3ccc(F)cc3)CC2)c1 | -1%
CCOC(=O)c1ccc(CN(Cc2ccc(Br)cc2)S(=O)(=O)c2cccc(Cl)c2C)cc1 | 0%
Cc1cc(NC(=O)Nc2nc3c(s2)CCCCCC3)ccc1Br | 0%
O=C(c1ccco1)c1cn(CCOc2ccc(F)cc2)c2ccccc12 | -1%
COc1ccc(OC)c(C(=O)CN2C(=O)N(c3cc(C)cc(C)c3)S(=O)(=O)c3ccccc32)c1 | -4%
Cc1ccc(Cl)cc1N1CCN(C(=O)c2ccc(CS(=O)c3ccccc3)o2)CC1 (stereo unspecified) | -11%
COc1ccc(NC(=O)c2ccc3c(c2)sc2nc(-c4ccc(OC)cc4)cn23)cc1 | -13%
Cc1ccc(-n2nc(C(=O)N3CCCCC3)c(=O)n(C)c2=O)cc1 | 1%
COc1ccc(NC(=O)c2c(NCc3cccs3)sc3c2CCCC3)cc1 | ?
CC1CCCCN1CCCNC(=O)c1sc2ncccc2c1-n1cccc1 (stereo unspecified) | -2%
Cc1ccc(Cl)cc1-n1ncc2c(NC3CCCCC3)ncnc21 | -3%
CC(NC(=O)C1CCN(C(=O)N2CCOc3ccccc32)CC1)c1ccccc1 (stereo unspecified) | -18%
COc1ccc(CNC(=O)CCc2c(C)c3cc4c(C)coc4cc3oc2=O)cc1 | -6%
CCOCCCNC(=O)Cn1nc(C)n2c(cc3cc(C)ccc32)c1=O | 4%
COc1ccc(S(=O)(=O)N(CC(=O)NCCSc2ccccc2)c2ccc(C)cc2)cc1 | -12%
COc1ccccc1N1CCN(CCCNC(=O)c2cnn(-c3ccccc3)c2C2CCN(C(=O)OC(C)(C)C)CC2)CC1 | -1%
COc1cc(Cl)c(NS(=O)(=O)c2cc(-c3cc(C)no3)ccc2OC)c(OC)c1 | -10%
COc1ccc(OC)c(-n2nnc(-c3nc(-c4cc(OC)c(OC)c(OC)c4)no3)c2C)c1 | -1%
COc1cccc(-c2nnc3n(Cc4ccc(F)cc4)c(=O)c4ccccc4n23)c1 | -1%
CSc1ccc(CCNC(=O)CCCn2nc(C)c3sc4ccccc4c3c2=O)cc1 | -17%
COc1cccc2sc(N(Cc3cccnc3)C(=O)COc3ccccc3)nc12 | -13%
Cc1ccccc1NC(=O)c1ccc(F)c(S(=O)(=O)N(C)Cc2ccccc2)c1 | -10%
CCC(Cc1ccccc1)NC(=O)Cn1ncc2c3ccccc3n(Cc3ccccc3)c2c1=O (stereo unspecified) | 6%
COc1ccc(Cl)cc1-n1c(CCC(=O)O)ccc1-c1ccc(C)cc1 | ?
O=C(NCc1ccccc1Cl)C(=O)NCC(c1cccs1)S(=O)(=O)c1cccs1 (stereo unspecified) | 1%
Cc1nnc(N2CCCC(C(=O)NCCc3ccccc3)C2)c2nn(-c3ccccc3)c(C)c12 (stereo unspecified) | -16%
Cc1ccccc1OCc1nnc(SCc2cc(=O)c3cc(F)ccc3[nH]2)n1C | 5%
CCc1ccc(NC(=O)Nc2nnc(N(C)C3CCCCC3)s2)cc1 | -10%
CCOc1ccc(CCNC(=O)c2cnc3sc(N4CCCCCC4)nn3c2=O)cc1 | -4%
COc1ccc(NC(=O)C2CCC(CNS(=O)(=O)c3ccc4c(c3)C(C)(C)C(=O)N4C)CC2)cc1 (stereo unspecified) | 3%
O=C(CN1CCN(Cc2ccc(F)cc2)C1=O)NCc1ccc(F)cc1 | 0%
CC(C)CC(=O)NCC(c1ccc2c(c1)OCO2)N1CCN(c2ccc(F)cc2)CC1 (stereo unspecified) | -2%
O=C(Nc1ccccc1)c1nc[nH]c1C(=O)O | -14%
(continued)
SMILES | FLuc modulator
Cc1nc(N2CCCC2)c2c(C(=O)Nc3cccc(C)c3C)c(C)oc2n1 | -11%
COc1ccc(CC(=O)NCc2ccc3c(c2)CCN3C(=O)c2ccc(Cl)cc2)cc1 | -7%
CCS(=O)(=O)c1nc(S(=O)(=O)c2ccc(C)cc2)c(NCCCOC)s1 | 0%
COc1ccc(N(Cc2ccccc2)C(=O)c2nc(S(C)(=O)=O)ncc2Cl)cc1 | -17%
COc1ccc(-c2c3c(=O)n(C)c(=O)n(C)c3c3c(-c4ccc(C)cc4)nc4ccccc4n23)cc1 | -2%
CC(=O)Nc1ccc(NC(=O)c2nc(SCc3ccccc3C)ncc2Cl)cc1 | 1%
CCc1ccccc1NC(=O)Nc1nnc(N(C)Cc2ccccc2)s1 | -10%
COc1ccc(-c2nc(CSc3nnc(C)n4c3cc3oc(C)cc34)c(C)o2)cc1OC | 2%
COc1ccc(CCNC(=O)C2CCN(Cc3nc(-c4ccc(OC)c(OC)c4)oc3C)CC2)cc1OC | -1%
Cc1ccc(OCC(=O)Nc2ccccc2C(=O)OCc2cc(=O)n3ccsc3n2)cc1C | -14%
CC(C)Oc1ccc(-c2nc3c(C#N)c[nH]n3c2NC2CCCCC2)cc1 | -13%
O=C(NCCc1ccccc1)c1ccc(CSc2nc3ccncc3n2Cc2cccc(F)c2)cc1 | -13%
Cn1cc(S(=O)(=O)c2ccccc2)c(=O)c2cc(F)c(N3CCCCC3)cc21 | 0%
CCOc1ccc(C(=O)NCC(c2ccco2)S(=O)(=O)c2ccc(C)cc2)cc1 (stereo unspecified) | -10%
O=C(Cc1ccc(F)cc1)N1CCC(c2nc3c(nnn3Cc3ccc(Cl)cc3)c(=O)[nH]2)CC1 | -15%
O=C(NCc1ccccc1Cl)c1cnc2sc(N3CCOCC3)nn2c1=O | -4%
COc1ccccc1CNC(=O)C(=O)NCC(c1cccs1)S(=O)(=O)c1cccs1 (stereo unspecified) | -10%
COc1ccc(N2CC(NC(=O)c3ccc(Br)o3)CC2=O)cc1 (stereo unspecified) | 0%
COc1ccc(-c2nc(CS(=O)CC(=O)NCc3ccc(F)cc3)c(C)o2)cc1OC (stereo unspecified) | -11%
Clc1ccccc1-c1nnc(-c2ccccc2CNc2ccc(Br)cc2)o1 | -17%
COc1ccc(S(=O)(=O)N2Cc3ccccc3CC2C(=O)Nc2ccc(C)cc2C)cc1OC (stereo unspecified) | -2%
COc1ccccc1CNC(=O)c1c[nH]c2ccc(S(=O)(=O)Nc3cc(C)cc(C)c3)cc2c1=O | ?
COc1ccc(-c2nc(SCC(=O)Nc3ccc4c(c3)OCO4)c(-c3ccc(OC)cc3)[nH]2)cc1 | -7%
COC(=O)c1cccc(-n2c(CCC(=O)O)ccc2-c2ccc(OC)cc2)c1 | ?
CCOc1ccc(CNC(=O)CCC(=O)N2CC3CCCN3c3ccccc32)cc1 (stereo unspecified) | -5%
O=C(Cn1cc(S(=O)(=O)Cc2ccccc2Cl)c2ccccc21)NCc1ccccc1Cl | ?
CCOc1ccc(NC(=O)Cn2c(=O)oc3cc(S(=O)(=O)N4CCCCCC4)ccc32)cc1 | ?
O=C(Nc1onc2c1CCCC2)c1ccccc1 | 4.8µM*
COc1cccc(CNC(=O)c2cc(-c3ccc(Cl)s3)nc3ccccc23)c1 | -15%
Cc1ccccc1OCC(=O)Nc1ccccc1C(=O)OCc1cc(=O)n2nc(C3CC3)sc2n1 | 2%
Cc1nnc(SCC(=O)NCc2ccccc2Cl)c2nn(-c3ccccc3)c(C)c12 | -15%
CCOC(=O)c1scc(-c2ccc(C)cc2)c1S(=O)(=O)Nc1ccc(F)c(F)c1 | ?
CCCn1c2ccccc2c2cnn(CC(=O)NCC3CCN(Cc4ccc(C)cc4)CC3)c(=O)c21 | ?
Cc1cc(C)cc(NS(=O)(=O)c2ccc(-c3cc(C)no3)s2)c1 | -18%
CCOC(=O)Cc1ccc(NC(=O)N(Cc2ccc(CC)cc2)Cc2cn[nH]c2-c2ccc(OC)cc2)cc1 | -11%
COc1ccc(/C=C\c2onc(C)c2S(=O)(=O)N2CCC(C(=O)Nc3ccc(C)c(F)c3)CC2)cc1 | 1%
CCOC(=O)c1cc(C)n(CC2CCC(C(=O)Nc3ccc(C(C)=O)cc3)CC2)c1C (stereo unspecified) | -4%
CC(C)CCn1c(SCc2ccc(F)cc2Cl)nc2ccsc2c1=O | -2%
CCc1ccc(NC(=O)CCn2cnc3ccccc3c2=O)cc1 | -14%
O=C(c1cnc(N2CCOCC2)c2ccccc12)N1CCN(c2ccc(F)cc2)CC1 | 3%
O=C(Nc1ccccc1OCc1cc(=O)n2ccccc2n1)c1cccc(Br)c1 | -3%
Cc1cc(C)n2c(Nc3ccc(Cl)cc3)c(-c3ccsc3)nc2n1 | -11%
CCCCNC(=O)CN1C(=O)CSc2ccc(S(=O)(=O)N3CCC(C)CC3)cc21 | 0%
CCN1CCN(CCCNC(=O)Cn2c(-c3cccs3)cc3cc(Cl)ccc32)CC1 | 1%
Cc1ccc2oc(C(=O)Nc3ccc(S(=O)(=O)N(C)c4ccccc4)cc3)cc(=O)c2c1 | -5%
COc1ccc(-c2nc3n(n2)C(c2ccccc2)C(C(=O)Nc2cccnc2)=C(C)N3)cc1 (stereo unspecified) | -8%
N#Cc1nc(-c2ccc(COc3ccc(Cl)cc3)o2)oc1N1CCCCC1 | 7%
CCC(=O)N1CCc2cc(CNS(=O)(=O)c3ccc(Cl)s3)ccc21 | -16%
O=C(Nc1cnc(N2CCN(c3ccccc3)CC2)c(C(=O)O)c1)c1cccs1 | -2%
CCOc1ccc(-c2cc3nc(C4CCN(C(=O)OC(C)(C)C)CC4)c(C(=O)Nc4ccc(C)c(F)c4)cn3n2)cc1 | 4%

Entries shown so far that contain an aryl thioether with sulfur outside any ring:
SMILES | FLuc modulator
C#CCSc1nc(-c2ccccc2)cc(-c2ccccc2)c1C#N | -12%
COc1ccc(S(=O)(=O)N(CC(=O)NCCSc2ccccc2)c2ccc(C)cc2)cc1 | -12%
CSc1ccc(CCNC(=O)CCCn2nc(C)c3sc4ccccc4c3c2=O)cc1 | -17%
Cc1ccccc1OCc1nnc(SCc2cc(=O)c3cc(F)ccc3[nH]2)n1C | 5%
CC(=O)Nc1ccc(NC(=O)c2nc(SCc3ccccc3C)ncc2Cl)cc1 | 1%
COc1ccc(-c2nc(CSc3nnc(C)n4c3cc3oc(C)cc34)c(C)o2)cc1OC | 2%
O=C(NCCc1ccccc1)c1ccc(CSc2nc3ccncc3n2Cc2cccc(F)c2)cc1 | -13%
COc1ccc(-c2nc(SCC(=O)Nc3ccc4c(c3)OCO4)c(-c3ccc(OC)cc3)[nH]2)cc1 | -7%
Cc1nnc(SCC(=O)NCc2ccccc2Cl)c2nn(-c3ccccc3)c(C)c12 | -15%
CC(C)CCn1c(SCc2ccc(F)cc2Cl)nc2ccsc2c1=O | -2%

(more compounds)
SMILES | FLuc modulator
O=C1CCCc2cc(S(=O)(=O)NCC3CCC(C(=O)Nc4ccc(Cl)cc4)CC3)ccc2N1 (stereo unspecified) | ?
O=C(Nc1ccc(F)cc1)c1ccc(Cn2nc(N3CCN(c4ccccc4)CC3)ccc2=O)o1 | 8%
COc1cccc(-c2nc(SCc3cc(=O)c4ccc(C)c(C)c4[nH]3)n[nH]2)c1 | -1%
Cc1ccccc1NC(=O)C1CCN(S(=O)(=O)c2ccccc2)CC1 | 3%

4 entries picked at random from the list so far, as already listed:
SMILES | FLuc modulator
O=C(Nc1ccc(F)cc1)c1ccc(Cn2nc(N3CCN(c4ccccc4)CC3)ccc2=O)o1 | 8%
COc1cccc(-c2nc(SCc3cc(=O)c4ccc(C)c(C)c4[nH]3)n[nH]2)c1 | -1%
O=C1CCCc2cc(S(=O)(=O)NCC3CCC(C(=O)Nc4ccc(Cl)cc4)CC3)ccc2N1 (stereo unspecified) | ?
Cc1ccccc1NC(=O)C1CCN(S(=O)(=O)c2ccccc2)CC1 | 3%

Screens: PubChem, National Center for Advancing Translational Sciences (NCATS)
